BioA inh: inhibitors of Mycobacterium tuberculosis BioA enzyme; 360,000 compounds, 0.096% hits; inhibition, % at 9.99 µM; AID 602481; purified M. tuberculosis BioA enzyme, plate reader; in the data active = inhibition above about 40%; inconclusive = no clear call, values can overlap the other calls
VHR inh abs: blocks human VHR1 dual specificity phosphatase. 290,000 compounds, 0.52% hits. inhibition, % at 13.3 µM. recombinant VHR phosphatase, pNPP absorbance; in the data active = inhibition above about 50%; also: some compounds called inactive have numbers as strong as hits
Target sequence (P51452 whole entry, looked up): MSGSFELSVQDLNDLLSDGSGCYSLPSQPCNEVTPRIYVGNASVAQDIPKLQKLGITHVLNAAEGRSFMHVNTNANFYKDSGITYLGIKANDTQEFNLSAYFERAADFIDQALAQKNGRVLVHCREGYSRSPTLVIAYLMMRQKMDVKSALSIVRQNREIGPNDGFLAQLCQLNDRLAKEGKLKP
FBA Mtb inh: inhibits M. tuberculosis FBA enzyme. P9WQA3. inhibition, % at 1 µM. 360,000 compounds, 2.3% hits. purified M. tuberculosis FBA, fluorescence read-out; in the data active = inhibition above about 27%;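 also: 0% = vehicle and 100% = reference inhibitor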
GDH-TPI inh: inhibits GDH-TPI coupling enzymes, artifact for Mtb FBA screen; GDH-TPI coupled enzyme counterscreen, NADH absorbance; inhibition, % at 4.8 µM; 360,000 compounds, 1.2% hits; AID 588335;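 also: 0% = DMSO wells and 100% = wells lacking the enzyme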
CCHFV vOTU inh: CCHFV vOTU protease inhibition; Pep-AMC fluorescence; inhibition, % at 11.5 µM; 370,000 compounds, 0.55% hits; AID 651958; also: 0% = vehicle wells with enzyme and 100% = no enzyme wells
Mtb UGM inh: blocks M. tuberculosis UGM enzyme. P9WIQ1. purified UGM, fluorescence polarization probe displacement. inhibition, % at 10 µM. 320,000 compounds, 0.06% hits; in the data active = inhibition above about 10%, passing the limit was not always enough; inconclusive = no clear call, values can overlap the other calls
Target sequence (P9WIQ1 whole entry, looked up): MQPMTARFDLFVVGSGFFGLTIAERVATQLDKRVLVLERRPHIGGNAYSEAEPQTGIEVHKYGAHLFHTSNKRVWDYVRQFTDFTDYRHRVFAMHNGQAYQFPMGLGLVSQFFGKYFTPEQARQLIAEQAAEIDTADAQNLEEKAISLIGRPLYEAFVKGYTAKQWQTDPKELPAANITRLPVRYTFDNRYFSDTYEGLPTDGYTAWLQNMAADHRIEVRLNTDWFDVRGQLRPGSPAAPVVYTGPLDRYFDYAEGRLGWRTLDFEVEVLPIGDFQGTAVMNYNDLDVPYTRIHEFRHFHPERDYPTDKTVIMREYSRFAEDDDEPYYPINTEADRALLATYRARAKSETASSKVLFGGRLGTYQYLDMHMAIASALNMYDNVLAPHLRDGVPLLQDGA
MazF activator: increases E. coli MazEF RNase cleavage of RNA | 350,000 compounds, 0.32% hits | P0AE70 | FAM/BHQ RNA-DNA oligo cleavage fluorescence, 5 h | activation, % at 20 µM; in the data active = activation above about 50%
Rv3671c protease: inhibitors of M. tuberculosis serine protease Rv3671c. P9WHR9. AID 2606. inhibition, % at 5.96 µM. 320,000 compounds, 0.048% hits; in the data active = inhibition above about 38%;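 also: extracellular domain of Rv3671c used as enzyme; 0% = enzyme with DMSO and 100% = no enzyme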
Target sequence (P9WHR9 whole entry, looked up, the tested form may be a part): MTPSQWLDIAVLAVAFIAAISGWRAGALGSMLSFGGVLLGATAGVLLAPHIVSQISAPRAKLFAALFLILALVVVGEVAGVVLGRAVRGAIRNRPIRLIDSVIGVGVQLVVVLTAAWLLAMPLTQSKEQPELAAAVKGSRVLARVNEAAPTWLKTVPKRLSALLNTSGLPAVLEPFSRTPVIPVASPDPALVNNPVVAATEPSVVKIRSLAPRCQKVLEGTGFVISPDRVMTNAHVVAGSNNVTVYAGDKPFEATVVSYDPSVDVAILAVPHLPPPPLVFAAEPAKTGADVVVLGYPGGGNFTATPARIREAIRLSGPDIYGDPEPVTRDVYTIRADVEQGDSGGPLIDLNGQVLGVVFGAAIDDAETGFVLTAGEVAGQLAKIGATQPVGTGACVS
BoNT F protease: blocks Botulinum neurotoxin F light chain protease; Multiplex microsphere protease cleavage assay, flow cytometry; inhibition, % at 10 µM; 360,000 compounds, 0.22% hits; in the data active = inhibition above about 35%, passing the limit was not always enough; inconclusive = no clear call, values can overlap the other calls; also: plate controls were buffer without enzyme for full effect and enzyme alone for no effect
FadD28 FP inh: blocks FadD28 binding to the bisubstrate probe; 360,000 compounds, 0.22% hits; AID 588549; fluorescence polarization; inhibition, % at 12.5 µM; in the data active = inhibition above about 8.5%, passing the limit was not always enough; inconclusive = no clear call, values can overlap the other calls
Active calls of the source: *; ? = inconclusive; · = not tested or not shown; & = joins results of further samples. Rule as the data show it, unless noted: active = inhibition above about 30%; inactive = the rest.

SMILES	VHR inh abs	MazF activator	Mtb UGM inh	BioA inh	CCHFV vOTU inh	GDH-TPI inh	BoNT F protease	FadD28 FP inh	FBA Mtb inh	Rv3671c protease
Cc1c(C(=O)N2CCCCC2)c(S(=O)(=O)N(C)Cc2ccco2)c(C)n1C	-22	7	-0.3	-2.6	2	-9	-3	-3.9	-1	6
COc1cccc(NC(=O)COC(=O)C2CC2)c1	·	3	-1.7	-2.4	5	4	·	-0.5	4	-4
Cc1nc(Nc2nc(-c3ccccc3)cc(=O)[nH]2)nc2ccccc12	·	-23	2.6	0.3	10	15	0	-8.3	-1	-17
NNC(=O)CN1C(c2cccc(Cl)c2)=Nc2ccc(Br)cc2C1c1ccccc1 (centres undefined)	24	3	-2.9	-1.1	-2	15	-11	-26	1	-22
O=C(CSc1nnc(Cc2ccc3c(c2)OCO3)n1C1CCCCC1)NC1CCCC1	22	0	1.6	·	12	1	-8	-0.7	-4	2
CC(C)(C)c1ccc(S(=O)(=O)O/N=C2/CCCCC2c2ccc([N+](=O)[O-])cc2[N+](=O)[O-])cc1 (centres undefined)	24	7	0.4	-6.9	6	16	-9	-0.2	2	4
CCCN(C(=O)Cc1ccc(S(=O)(=O)N2CCOCC2)s1)c1c(N)n(Cc2ccccc2)c(=O)[nH]c1=O	5	-2	-2.2	-0.6	0	-7	-1	-2.7	3	2
COc1cccc(S(=O)(=O)Nc2cccc(C(=O)N3CCCCCC3)c2)c1	-8	0	1.5	0.6	2	0	4	-1.0	-4	0
COc1ccc(C(=O)COC(=O)CCCn2c(=O)oc3ccccc32)cc1	·	-7	2.5	0.9	2	-9	4	-4.3	-4	-7
COc1ccc(CCNC(=O)C(C)OC(=O)c2cccs2)cc1OC (centres undefined)	17	2	1.0	3.2	6	8	2	-2.7	-1	3
CCOC(=O)c1c(C)[nH]c(C(=O)OCc2ccccc2F)c1C	-7	7	-2.0	-1.0	18	-6	5	-5.5	2	-2
O=C1CC(=Nc2ccccc2)NN1c1ccccc1	12	3	0.0	·	-11	5	-14	-1.5	-3	6
COc1cccc(NC(=O)CN(C)C(=O)CC2Sc3ccccc3NC2=O)c1 (centres undefined)	·	6	2.8	0.9	-7	6	-8	-1.3	4	2
Nc1cc(=O)[nH]c(SCC(=O)N2CCC(Cc3ccccc3)CC2)n1	·	-10	1.0	-1.7	14	2	1	-2.4	0	2
Cc1ccc(S(=O)(=O)N(C)C)cc1NC(=O)COC(=O)C1CC(=O)N(c2ccc3c(c2)OCCO3)C1 (centres undefined)	·	-1	1.2	-0.1	-3	-2	-149	-1.8	2	-5
NC(=O)NC(CC(=O)NCCCc1ccccc1)c1ccccc1Cl (centres undefined)	-11	1	-1.2	·	-1	-4	-5	-3.8	-4	-2

Full records from above. Screens in order: VHR inh abs	MazF activator	Mtb UGM inh	BioA inh	CCHFV vOTU inh	GDH-TPI inh	BoNT F protease	FadD28 FP inh	FBA Mtb inh	Rv3671c protease
Profile of `COc1ccc(C(=O)COC(=O)CCCn2c(=O)oc3ccccc32)cc1` : ·	-7	2.5	0.9	2	-9	4	-4.3	-4	-7
Profile of `COc1ccc(CCNC(=O)C(C)OC(=O)c2cccs2)cc1OC` (centres undefined) : 17	2	1.0	3.2	6	8	2	-2.7	-1	3

New compounds follow
SMILES	VHR inh abs	MazF activator	Mtb UGM inh	BioA inh	CCHFV vOTU inh	GDH-TPI inh	BoNT F protease	FadD28 FP inh	FBA Mtb inh	Rv3671c protease
Cc1c(C(=O)N2CCCC2)sc(NC(=O)c2cccc(Cl)c2)c1C#N	10	6	0.2	·	-20	22	-2	-1.4	0	-14
C/C(=N/NC(=O)c1cc(-c2cccc([N+](=O)[O-])c2)n[nH]1)c1cccc(O)c1	12	9	1.4	·	3	-8	·	0.2	4	5
CC(=O)Nc1ccc(OCc2cnc(Cl)s2)cc1	17	3	-0.6	·	-9	4	-5	-0.9	3	0
O=c1ccnc(SCCc2ccccc2)[nH]1	9	5	3.4	-0.4	-5	5	-4	-1.8	0	-12
CCOc1ccc(N/C=C/C(=O)c2ccc(OC)c(OC)c2)cc1	12	8	-0.2	1.8	17	-1	-28	-0.9	2	-4
COc1ccccc1OC(C)C(=O)Nc1ccccc1C(=O)NCc1cccnc1 (centres undefined)	3	-3	0.9	1.0	-12	2	3	-1.9	1	-7
OC(c1ccccc1)c1nc(-c2cccc(C(F)(F)F)c2)cs1 (centres undefined)	·	·	·	-2.5	15	16	-4	-1.6	3	·
O=C(Nc1c(F)cc(F)cc1Br)c1cc2nc(C(F)F)cc(C(F)F)n2n1	2	9	3.4	5.1	3	0	-2	-2.8	2	2

Shown with each value named: entries from further up.
O=c1ccnc(SCCc2ccccc2)[nH]1
  VHR inh abs = 9 | MazF activator = 5 | Mtb UGM inh = 3.4 | BioA inh = -0.4 | CCHFV vOTU inh = -5 | GDH-TPI inh = 5 | BoNT F protease = -4 | FadD28 FP inh = -1.8 | FBA Mtb inh = 0 | Rv3671c protease = -12
CCOc1ccc(N/C=C/C(=O)c2ccc(OC)c(OC)c2)cc1
  VHR inh abs = 12 | MazF activator = 8 | Mtb UGM inh = -0.2 | BioA inh = 1.8 | CCHFV vOTU inh = 17 | GDH-TPI inh = -1 | BoNT F protease = -28 | FadD28 FP inh = -0.9 | FBA Mtb inh = 2 | Rv3671c protease = -4

Additional results:
SMILES	VHR inh abs	MazF activator	Mtb UGM inh	BioA inh	CCHFV vOTU inh	GDH-TPI inh	BoNT F protease	FadD28 FP inh	FBA Mtb inh	Rv3671c protease
CCCCNC(=O)CCCn1c(=S)[nH]c2cc3c(cc2c1=O)OCO3	19	5	0.0	1.6	1	9	-3	-3.1	1	-12
CC1(C)CC(NC(=S)NC(=O)c2cc(Br)ccc2Cl)CC(C)(C)N1	·	10	0.5	8.9	-1	-9	-6	-2.6	2	-1
CCN1C(=O)[C@H]2[C@@H](c3ccc(C(F)(F)F)cc3)N[C@]3(CCCN(Cc4ccc(C)cc4)C3=O)[C@H]2C1=O	·	4	·	1.4	5	0	-12	-8.1	-5	·
CCN(CCO)Cc1cn[nH]c1-c1ccc(C)c(C)c1	27	1	2.3	-0.3	-3	-6	13	-3.8	-3	10
COc1cc(-c2nc3n(n2)C(c2ccncc2)C2=C(CCCC2=O)N3)cc(OC)c1OC (centres undefined)	-10	13	2.6	·	2	3	6	-3.8	-4	1
O=C(c1ccc(-c2ccccc2)c(F)c1)C1CCCN(C(=O)c2cncs2)C1 (centres undefined)	22	5	-4.9	16	-2	3	0	-5.6	1	9
CCOC(=O)Cn1nc(C)c2c1CCCC2=O	10	-1	-2.5	0.2	13	8	4	-0.5	0	0
O=C(COC(=O)c1ccc2c(c1)OCCO2)NCCc1ccccc1	·	-6	0.0	-1.1	-5	2	-4	-0.3	4	2
O=C(Nc1nc(-c2ccncc2)cs1)C1c2ccccc2Oc2ccccc21	1	7	-0.3	-3.9	-6	9	-5	-0.8	-2	-85
COc1cccc(C2c3[nH]c4ccccc4c3C[C@H]3C(=O)N(C4CC4)CC(=O)N23)c1 (some centres undefined)	11	3	-2.3	-0.2	2	-5	7	-0.7	1	-1
O=C(CN1C(=O)CCC1=O)Nc1nc(-c2ccc3ccccc3c2)cs1	2	14	-3.2	·	-3	-8	-1	-4.5	-2	-12
Nc1ncnc2c1ncn2[C@@H]1O[C@H](CO)[C@@H](O)[C@@H]1O	·	4	-1.4	0.4	11	2	11	-1.8	-2	-4
O=C(Nc1nc(=O)[nH]s1)c1ccccc1	13	2	0.1	·	0	1	3	-2.3	-2	1
COc1cc(OC)cc(-c2oc(=O)c3cc(OC)c(OC)cc3c2/C=C/c2ccc(F)cc2)c1	·	-9	0.1	-1.0	10	7	-7	0.1	2	-9
CCc1nnc(NC(=O)CN2CCC(O)(c3ccccc3OC)CC2)s1	14	-8	1.5	-0.7	-12	-5	0	-4.5	1	-1
CCOC(=O)c1ccc(CNC(=O)CSc2nc(NC(=O)c3ccccc3)c3c(C)c(C)oc3n2)cc1	18	4	-0.7	1.6	-9	13	-2	-0.5	6	-11
COc1ccc(-n2c(Cc3cccs3)nnc2SCC(=O)Nc2ccc3c(c2)OCCO3)cc1	12	8	-2.3	3.6	-3	-13	-9	-2.6	-8	4
CCOC(=O)N1CCC(O)(c2cc(C)c(C)cc2C)CC1	-2	5	1.9	·	12	0	2	0.5	-1	1
C[C@@H]1CN([C@@H](C)CO)C(=O)c2cc(C#Cc3cccc(F)c3)cnc2O[C@@H]1CN(C)CC1CCOCC1	·	-4	·	0.5&0.9	-7	4	-4	-2.5	1	·
O=C(COC(=O)C1(c2ccc(F)cc2)CCCC1)Nc1ncc(C(F)(F)F)cc1Cl	26	-6	1.7	·	11	1	-3	-4.1	-2	-7
O=C(O)CCc1ccc(S(=O)(=O)N2CCOCC2)cc1	-19	-4	-6.0	-2.2	10	4	2	0.8	-3	-2
CCCCC(=O)NC(Nc1sc2c(c1C(N)=O)CCCC2)(C(=O)OCC)C(F)(F)F (centres undefined)	-11	2	-0.6	1.0	-3	-6	-1	-3.4	0	2
CC(=O)NC(Cc1cccc(F)c1)C(=O)NC1CCN(C(=O)c2cccc(C)c2)CC1 (centres undefined)	20	9	1.4	·	3	-6	-1	-0.6	-1	-3
CCc1cccc2[nH]c3cc([N+](=O)[O-])ccc3c12	15	-32	0.0	-1.6	1	5	?	-2.2	1	4
COc1cccc(NC(=O)COC(=O)c2sccc2C)c1	·	15	2.2	2.3	8	0	-14	-1.0	0	3
Cc1ccccc1C(=O)NC1CCCN(Cc2ccccc2F)C1 (centres undefined)	9	0	2.9	-2.0	-1	13	?	-0.9	3	3
COc1ccc(-c2noc(CCC(=O)Nc3cccc(C(=O)NC4CC4)c3)n2)cc1OC	·	4	·	0.2	-3	5	-8	-1.2	2	·
CCN(CC(=O)NCc1cccs1)C(=O)CCCOc1ccccc1	·	-1	-0.1	0.8	3	1	-11	-2.8	0	-1
CC(Nc1cc(N2CCCC2)ccc1[N+](=O)[O-])c1ccccc1 (centres undefined)	7	2	2.4	-1.0	9	11	-11	-2.8	-2	-1
C=CCNC(=S)NNc1nc2c(c(=O)[nH]1)C1(CCCCC1)Cc1ccccc1-2	23	-2	-2.8	·	5	13	-6	-2.9	3	-10
Cn1c(NC(=O)c2ccccc2C(F)(F)F)cc(=O)n(C)c1=O	-13	11	-2.1	-2.2	3	6	1	-0.2	5	1
O=C1C(CCCNC(=S)NCc2ccccc2)NC(=S)N1Cc1ccccc1 (centres undefined)	-7	9	-1.6	0.4	-3	-6	-2	-5.5	-2	-11
CCn1nc(C)c(CNC(=O)C2CCC(=O)N(CCc3ccc(OC)cc3)C2)c1C (centres undefined)	-2	6	-2.6	-0.7	20	-4	-4	-0.8	1	3
COCCNC(=O)c1ccc(N2CC3CC(C2)c2cccc(=O)n2C3)c(NC(=O)c2ccccc2Cl)c1 (centres undefined)	·	-3	·	-0.3	3	-1	4	-0.5	3	·
Cc1noc(C)c1C(=O)Nc1sc(C)c(-c2ccccc2)c1C#N	-2	5	-0.9	-1.6	-1	-9	3	-1.8	-2	-9
Cc1ccccc1COc1ccc(/C(O)=C2/C(=O)C(=O)N(CCCn3ccnc3)C2c2ccco2)cc1 (centres undefined)	15	-3	-0.8	0.2	3	13	-16	-0.3	0	-3
CC1Cc2cc(S(=O)(=O)N3CCC(C(=O)N(C)Cc4ccco4)CC3)ccc2N1C(=O)C1CCC1 (centres undefined)	38	1	1.5	-0.9	15	7	-2	-0.3	1	-3
O=C(CN1C(=O)NC2(CCc3ccccc3C2)C1=O)Nc1ccc(F)cc1 (centres undefined)	46	3	-2.4	-1.2	-28	-1	-1	-2.0	2	2
O=C(c1cccc(NS(=O)(=O)c2ccccc2)c1)N1CCCCC1	·	1	0.4	-0.4	7	-5	·	1.8	4	0
O=C(CNc1ccc(F)cc1)N/N=C1\CCCc2ccccc21	18	2	0.6	·	1	-1	-10	-0.7	-2	-10
CCOc1ccc(CCNC(=O)c2cnccn2)cc1OCC	1	0	1.8	19	0	4	-4	·	2	0
CCOC(=O)C(NC(=O)c1ccccc1)(OCC1(CC)COC1)C(F)(F)F (centres undefined)	3	-3	1.0	-2.2	-6	-1	3	-0.4	-3	2

Compounds were not picked by outcome; any-hit rate near 4.9%.
